Screening data from PubChem BioAssay.
Mdm2 ligase inh = blocks human Mdm2 ubiquitin ligase activity | signal enhancement, % at 5 µM | actives 0.11% (n = 210,000) | cell-based MDM2 ubiquitination luciferase reporter, 2 h; 0 = plate control, 100 = twice control, blank-subtracted | AID 1230 | Q00987;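 active = signal enhancement of 30% or more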;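 also: luminescence tracks abundance of the self-degrading MDM2-luciferase fusion protein; higher signal means inhibition of MDM2 E3 ligase activity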
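Buffer or medium: Cells held in DMEM | Assay system: Stable mammalian line carrying autodegrading MDM2–luciferase fusion reporter | Quantity: 2000 cells/well | Times: 4 h settle plus 2 h compound, 37 °C | Doses: One concentration, 5 µM, with 0.2% DMSO | Technique: Luminescence with SteadyLite reagent, 15 min at room temperature | Benchmarks: Plate controls and plate blanks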
Hck-Nef inh = blocks Nef-activated human Hck kinase; inhibition, % at 20 µM; actives 0.68% (n = 220,000); Recombinant Hck-YEEI plus Nef, Z-Lyte FRET kinase assay; AID 463187; P08631;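 active = Hck-Nef kinase inhibition above about 50%, limit read from the data; inactive = inhibition below that limit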;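 also: 0% = DMSO with Hck plus Nef and 100% = Hck alone without Nef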
Runt-CBFb FRET = blocks binding of human RUNX1 Runt domain to CBFb. actives 0.46% (n = 220,000). AID 1496. Q01196+Q13951. inhibition, % at 20 µM. Cerulean-Runt/Venus-CBFb FRET ratio 530/480, 1 h;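 active = inhibition over about 50% at 20 µM in the single-dose screen, limit read from the data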;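 also: 0% = DMSO wells and 100% = excess unlabeled CBFb competitor control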
Target sequence (Q01196 whole entry, looked up, the tested form may be a part): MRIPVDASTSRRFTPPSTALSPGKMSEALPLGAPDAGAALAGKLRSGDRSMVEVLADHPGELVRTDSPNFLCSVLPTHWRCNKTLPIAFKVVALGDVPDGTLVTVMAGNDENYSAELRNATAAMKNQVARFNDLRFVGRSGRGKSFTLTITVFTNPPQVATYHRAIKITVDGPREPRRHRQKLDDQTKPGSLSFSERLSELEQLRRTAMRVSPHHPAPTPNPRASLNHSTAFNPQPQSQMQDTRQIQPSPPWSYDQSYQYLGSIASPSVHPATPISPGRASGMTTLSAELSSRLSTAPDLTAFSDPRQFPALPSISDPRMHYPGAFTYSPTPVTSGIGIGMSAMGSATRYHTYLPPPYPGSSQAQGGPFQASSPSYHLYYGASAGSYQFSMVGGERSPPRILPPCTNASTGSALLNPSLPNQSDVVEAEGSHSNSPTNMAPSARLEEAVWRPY
Target sequence (Q13951 whole entry, looked up, the tested form may be a part): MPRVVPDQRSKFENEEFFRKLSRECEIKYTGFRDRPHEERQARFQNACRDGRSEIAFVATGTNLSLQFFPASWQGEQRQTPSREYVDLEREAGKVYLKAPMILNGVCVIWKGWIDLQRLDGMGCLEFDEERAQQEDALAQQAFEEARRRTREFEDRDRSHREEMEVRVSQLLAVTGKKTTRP
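Assay system: Cerulean-tagged RUNX1 Runt domain (FRET donor) fusion protein / Amount: 100 nM each of Venus-CBFb and Cerulean-Runt domain / Medium: Tris buffer pH 7.5 with salts and BSA / Also added: Venus-CBFb 100 nM / Schedule: 1 h complex formation plus 1 h compound treatment, room temperature / Signal: FRET fluorescence / Read-out: loss of energy transfer signal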
NPY1 pot ag = human NPY-Y1 potentiation or agonism, primary screen. P25929. NPY-Y1 expressing cells, potentiator/agonist activation. activation, % at 3.6 µM. actives 0.37% (n = 220,000). AID 1304; in the data active = activation above about 33%, passing the limit was not always enough;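 also: cells stimulated with NPY at EC10 then isoproterenol at EC100; 0% = low agonist plus stimulus and 100% = saturating agonist plus stimulus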
NPY-Y2 PAM-ag = potentiators or agonists of human neuropeptide Y receptor Y2; actives 0.45% (n = 220,000); cells expressing NPY-Y2, potentiator/agonist read-out; activation, % at 3.6 µM; in the data active = activation above about 27%;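 also: cells stimulated with NPY near EC25 plus isoproterenol at EC100; 0% = vehicle plus submaximal agonist and 100% = vehicle plus saturating agonist; some results beyond the cut were filed as inactive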
Target sequence (P49146 whole entry, looked up): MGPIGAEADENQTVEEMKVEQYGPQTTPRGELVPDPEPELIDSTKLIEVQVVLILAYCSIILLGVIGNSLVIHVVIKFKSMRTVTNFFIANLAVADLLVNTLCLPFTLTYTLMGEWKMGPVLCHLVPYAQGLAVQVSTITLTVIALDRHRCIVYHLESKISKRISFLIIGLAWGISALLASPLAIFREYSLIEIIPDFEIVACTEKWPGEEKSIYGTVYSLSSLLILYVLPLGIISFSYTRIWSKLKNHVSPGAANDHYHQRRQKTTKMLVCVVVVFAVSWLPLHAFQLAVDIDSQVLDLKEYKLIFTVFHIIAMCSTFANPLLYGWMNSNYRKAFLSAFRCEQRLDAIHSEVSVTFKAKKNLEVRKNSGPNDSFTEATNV
NPY-Y1 antag = blocks the human neuropeptide Y Y1 receptor; P25929; HEK293-CNG Y1 cells, membrane potential fluorescence; NPY at EC95, then isoproterenol; inhibition, % at 3.6 µM; actives 1% (n = 200,000);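 active = inhibition above the campaign mean inhibition of all tested compounds plus 3 SD, cut at about 20% in these data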;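 also: 0% = DMSO wells given NPY plus isoproterenol and 100% = isoproterenol alone without NPY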
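Benchmarks – high control isoproterenol alone, low control NPY with isoproterenol · Material – HEK293 Y1/CNG channel cell line · Times – dye 3 h, compound 60 min room temperature, stimulation 45 min · Probe or stimulus – NPY (25 nM), isoproterenol (1 µM), Ro 20-1724 (25 µM) · Evaluation – % inhibition of NPY effect · Signal – fluorescence, membrane potential probe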
p97 inhibitor = blocks human p97 ATPase activity | P55072 | recombinant p97 ATPase, Kinase-Glo ATP luminescence, 3 h | inhibition, % at 8 µM | actives 0.42% (n = 220,000) | AID 1481; in the data active = inhibition above about 15%;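 also: 0% = DMSO vehicle and 100% = wells lacking enzyme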
Runt-SMMHC FRET = blocks binding of human RUNX1 Runt domain to CBFb-SMMHC; Q01196+Q13951; Cerulean-Runt/Venus-CBFb-SMMHC FRET ratio 530/480, 1 h; inhibition, % at 20 µM; actives 0.74% (n = 220,000); AID 1434;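 active = mean inhibition across duplicate retests at 20 µM reaching about 50%, limit read from the data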;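 also: 0% = DMSO wells and 100% = wells with excess untagged CBFb-SMMHC; inhibitors lower the FRET ratio by blocking Runt binding to CBFb-SMMHC; some results filed as inactive read as strong as hits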
RBBP9 inhibitor = human RBBP9 hydrolase inhibition; O75884; recombinant RBBP9, FP-Rh probe fluorescence polarization; inhibition, % at 7.94 µM; actives 0.2% (n = 220,000);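 active = inhibition above the campaign mean of all tested compounds plus 3 SD, cut at about 14% in these data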;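 also: plate controls were DMSO wells with RBBP9 for no effect and wells lacking RBBP9 protein for full effect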
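System: RBBP9 protein / Quantity: 2.5 µM RBBP9 dispensing solution, before mixing / Also added: Serine-hydrolase probe FP-Rh, 375 nM pre-mixing / Dosing: 7.94 µM single dose, 0.794% DMSO / Timing: enzyme-compound preincubation 30 min, then probe labeling 45 min, 25 °C / Signal: FP readout at 525/598 nm / Controls: DMSO-treated enzyme wells and wells lacking RBBP9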
Starred values were filed as active, the others as inactive; · = no result given; + = active, no number.

Mdm2 ligase inh	Hck-Nef inh	Runt-CBFb FRET	NPY1 pot ag	NPY-Y2 PAM-ag	NPY-Y1 antag	p97 inhibitor	Runt-SMMHC FRET	RBBP9 inhibitor	molecule
7	2	1	16	-5	-4	1	7	-8	Cc1nc2ccccc2n1Cc1n[nH]c(=S)n1-c1ccc(Cl)cc1
11	21	1	24	6	1	6	0	6	Cc1ccccc1C(=O)NC1CCN(Cc2ccccc2)CC1
-18	2	1	21	6	2	-1	0	5	Cc1cc(NC(=O)CCN2C(=O)C3C4CCC(C4)C3C2=O)c(C)cc1Br (configuration not stated)
-5	19	-1	16	-4	0	6	-2	-5	CCOc1ccccc1NC(=O)Nc1cc(C(=O)O)ccc1C
-3	2	-9	-29	-15	4	-2	-3	-8	O=C(NCCN1C(=O)S/C(=C\c2ccc(OC(F)F)cc2)C1=O)c1cnccn1
-13	+	9	-2	-6	12	1	82*	-3	C=CCn1c(=N)c(C(=O)NCCCOC)cc2c(=O)n3ccccc3nc21
-11	1	-6	-6	-7	8	-4	-2	5	COc1cc(CNCc2ccncc2)cc(Br)c1OCc1ccccc1F
-10	2	-3	17	15	-4	7	5	-4	CC(C)(C)OC(=O)N1CCC(C(=O)N2CCC[C@H]2C(=O)O)CC1
-1	16	1	-8	-2	2	2	1	-8	CCOc1ccc(CNCCNC(=O)c2nonc2N)cc1
-96	10	16	-1	-14	·	4	-4	1	O=C(C[n+]1ccc(-c2nnc3n2CCCCC3)cc1)c1ccc(Cl)cc1
-1	-14	-1	9	2	5	0	-3	3	CC1(C)C2C/C(=N\O)C(C)(/[N+]([O-])=C/c3cccc([N+](=O)[O-])c3)CC21 (configuration not stated)
-6	0	2	-5	-6	5	0	11	-4	COc1ccc(C(=O)N2c3ccccc3C=CC2C#N)cc1 (configuration not stated)

The list goes on; it opens with the two that closed the last part.
Mdm2 ligase inh	Hck-Nef inh	Runt-CBFb FRET	NPY1 pot ag	NPY-Y2 PAM-ag	NPY-Y1 antag	p97 inhibitor	Runt-SMMHC FRET	RBBP9 inhibitor	molecule
-1	-14	-1	9	2	5	0	-3	3	CC1(C)C2C/C(=N\O)C(C)(/[N+]([O-])=C/c3cccc([N+](=O)[O-])c3)CC21 (configuration not stated)
-6	0	2	-5	-6	5	0	11	-4	COc1ccc(C(=O)N2c3ccccc3C=CC2C#N)cc1 (configuration not stated)
-9	7	-4	3	7	9	5	-38	0	COC(=O)c1ccc(CNC(=O)COC(=O)CC23CC4CC(CC(Br)(C4)C2)C3)cc1
-17	2	3	-11	-5	-1	1	-2	1	CCOc1ccccc1OCC(=O)NCc1ccco1
-8	0	-3	33	-6	2	3	2	6	O=C(CSc1nnc(-c2ccncc2)n1-c1ccc(Cl)cc1)NCc1cccs1
-5	-1	-3	-28	-6	8	-2	-3	-13	CCOC(=O)c1c(C)nc2sc3c(=O)n(-c4ccc(C(C)=O)cc4)cnc3c2c1-c1ccc(Cl)cc1
-8	1	10	12	10	3	5	0	-5	Cc1cccc(-c2n[nH]c(=S)n2-c2ccccc2)c1[N+](=O)[O-]
-6	2	0	6	-4	1	2	1	-8	Cn1nc(OCc2ccccc2)ccc1=O
3	3	-1	14	-6	4	3	2	-5	CN1C(=O)c2ccccc2C(C(=O)O)C1c1cccc(F)c1 (configuration not stated)
-17	16	6	8	3	·	4	0	2	O=C1CCCCC/C1=N/Nc1ccc(OCc2ccccc2)cc1
-12	0	1	5	8	-5	5	2	-1	COCCCn1c(SCC(=O)NC2CCCCC2)nnc1-c1ccncc1
·	-1	·	-11	15	-1	0	·	3	COc1ccc(C(C(=O)NC2CCCCC2)N(C(=O)c2ccco2)c2ccc(-n3cnnn3)c(C)c2)cc1 (configuration not stated)
-10	0	3	-39	-1	13	2	2	-5	CCOC(=O)C1=C(C)N2C(=C(C#N)[C@@H]1c1ccc(C(=O)OC)cc1)SC[C@@]2(O)C(C)(C)C
-17	15	0	-3	-10	1	-6	4	-6	COc1ccccc1NC(=O)NCCCN1CCN(c2cccc(Cl)c2)CC1
-12	-3	46	-3	-9	·	7	9	9	Cc1nc(SCc2ccc(O)c([N+](=O)[O-])c2)c([N+](=O)[O-])[nH]1
-3	21	0	-2	-6	2	1	3	-10	Cc1cc(C)nc(NC(=O)C2c3ccccc3Oc3ccccc32)n1
-11	23	·	-3	6	5	2	10	-3	Cc1ccc(NC(=S)N/N=C2\CC3CC=CC23)c(C)c1 (configuration not stated)
-6	28	1	3	-4	1	0	3	-1	O=C(CSc1nncs1)Nc1ccc(S(=O)(=O)N2CCCC2)cc1
-6	1	0	-10	-5	6	-3	-2	-9	COc1ccc(CCNC(=O)CSc2ccccc2)cc1OC
-6	14	-1	-3	0	-1	2	-1	-3	CN(C)S(=O)(=O)c1cc(NC(=O)CN2CCN(c3ccccc3F)CC2)ccc1Cl
-3	0	-3	-7	2	-1	-5	2	-7	CCN1C(=O)N(C)C(N(O)C(=O)NC)C1(C)C (configuration not stated)
-10	1	-1	5	-3	-1	2	-2	-5	CC(C)(C)NC(=O)Cn1nnc(-c2ccc(S(C)(=O)=O)cc2)n1
-5	-1	1	9	0	4	3	-3	2	Cc1ccn2cc(C(=O)NCc3ccco3)nc2c1
-4	85*	39	13	0	6	53*	34	7	O=C1NC(=S)S/C1=C\c1ccc(SCc2ccco2)o1
2	-8	-2	13	3	0	1	2	-1	CC(=O)Nc1ccc(S(=O)(=O)N2CCN(Cc3cccc([N+](=O)[O-])c3)CC2)cc1
·	53*	9	-6	-3	0	7	6	-8	O=C1C=CC(O)(c2cc(=O)c3c(O)cc(O)cc3o2)C=C1

Entries of single compounds as entered above. Screens in order: Mdm2 ligase inh, Hck-Nef inh, Runt-CBFb FRET, NPY1 pot ag, NPY-Y2 PAM-ag, NPY-Y1 antag, p97 inhibitor, Runt-SMMHC FRET, RBBP9 inhibitor
Cc1ccc(NC(=S)N/N=C2\CC3CC=CC23)c(C)c1 (configuration not stated) is entered as -11, 23, ·, -3, 6, 5, 2, 10, -3
O=C1NC(=S)S/C1=C\c1ccc(SCc2ccco2)o1 is entered as -4, 85*, 39, 13, 0, 6, 53*, 34, 7

The listing continues:
Mdm2 ligase inh	Hck-Nef inh	Runt-CBFb FRET	NPY1 pot ag	NPY-Y2 PAM-ag	NPY-Y1 antag	p97 inhibitor	Runt-SMMHC FRET	RBBP9 inhibitor	molecule
-9	7	2	-12	4	1	-2	5	-7	S=c1nc[nH]c2c1sc1nc(N3CCOCC3)c3c(c12)CCCC3
1	19	-7	1	-7	4	5	4	-9	CCc1n(CC(O)COCC2CC=CCC2)c2ccccc2[n+]1C (configuration not stated)
-4	1	1	4	-5	-2	-2	10	-10	O=C(COC(=O)c1cccs1)c1ccc2ccccc2c1
-12	17	3	-10	23	-3	0	4	0	COc1ccc(C(c2c(NC(C)=O)sc3c2CCCC3)N2CCN(CCO)CC2)cc1OC (configuration not stated)
-8	6	3	10	-6	6	2	3	-3	Cc1cccc(OCC(=O)Nc2cccc(O)c2)c1
-22	-1	-1	-12	-5	-7	1	3	-4	COCC(=O)c1[nH]c2ccccc2c1C
-15	23	-1	25	5	·	2	0	0	CCC(NC(=O)Nc1cc(C)on1)(C(F)(F)F)C(F)(F)F
-18	-1	-2	0	-3	3	-1	-11	-10	Cc1ccc(S(=O)(=O)NC(CC(=O)O)c2ccccc2)c(C)c1 (configuration not stated)
-9	2	6	-11	-18	4	0	5	-8	CC(C)CC(=O)Nc1ccc(C(=O)NNC(=S)NC(=O)C2CCCCC2)cc1
-7	-1	-2	5	-13	8	-4	-10	13	Cc1ccc(Oc2nnc(-c3ccccc3)c3ccccc23)cc1
1	3	4	-16	-16	8	3	5	-3	O=Cc1cccn1-c1nccc(-c2ccco2)n1
-6	10	-2	-18	-9	0	3	-1	-6	C#CC(CC)(CC)NC(=O)NC1CCCCC1
-11	6	2	-5	6	3	3	-4	-9	Cc1ccc2nc(NC(=O)C3CCN(S(=O)(=O)c4cc([N+](=O)[O-])ccc4Cl)CC3)sc2c1
-21	1	-3	-3	-2	-4	0	23	-8	O=C(COc1ncnc2ccccc12)NCCC1=CCCCC1
7	102*	80*	10	7	12	4	92*	-8	COC(=O)Cc1cc(=O)oc2cc(O)ccc12
-10	20	3	12	-10	·	7	60*	2	C=C1c2cc(C)c(C)cc2NC(=O)N1c1ccccc1
-13	-2	13	7	-14	-1	-3	3	-11	CC(C)(C)C(=O)Nc1nc(=S)ss1
-8	9	55*	-10	-5	-6	-5	75*	0	Cc1cccc2cc(C#N)c(NCCNC(=O)NC3CCCCC3)nc12

Structural class: those above with a cyano group.
Mdm2 ligase inh	Hck-Nef inh	Runt-CBFb FRET	NPY1 pot ag	NPY-Y2 PAM-ag	NPY-Y1 antag	p97 inhibitor	Runt-SMMHC FRET	RBBP9 inhibitor	molecule
-6	0	2	-5	-6	5	0	11	-4	COc1ccc(C(=O)N2c3ccccc3C=CC2C#N)cc1 (configuration not stated)
-10	0	3	-39	-1	13	2	2	-5	CCOC(=O)C1=C(C)N2C(=C(C#N)[C@@H]1c1ccc(C(=O)OC)cc1)SC[C@@]2(O)C(C)(C)C
-8	9	55*	-10	-5	-6	-5	75*	0	Cc1cccc2cc(C#N)c(NCCNC(=O)NC3CCCCC3)nc12
